Screens as filed in PubChem.
ARFGAP1 inhibitor: inhibitors of rat ARFGAP1 GAP activity, primary screen, biochemical, fluorescence polarization, GDP tracer; ADP-ribosylation factor GTPase-activating protein 1 (Rattus norvegicus), Q62848; inhibition, % at 16.5 µM; Arfgap1-stimulated ARF1 GTP hydrolysis, GDP FP detection; actives 0.26% (n = 360,000); AID 651572, 2012;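 active = inhibition above a per-plate limit, mean inhibition of low control wells plus 3 SD, cut at about 25% in these data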;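 note: 0% = DMSO wells with enzyme and 100% = wells lacking Arfgap1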
Target sequence (Q62848 1-136 limits assumed): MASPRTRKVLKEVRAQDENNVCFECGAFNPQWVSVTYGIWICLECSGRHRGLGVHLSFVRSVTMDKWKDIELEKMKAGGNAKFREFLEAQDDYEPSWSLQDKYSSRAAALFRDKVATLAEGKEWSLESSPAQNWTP
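Material – truncated rat Arfgap1 GAP domain · Buffer or medium – HEPES-based buffer, pH 7.5 · Reagent – human ARF1(Δ1-17)-GTP substrate · Dosing – 16.5 µM single point, 1.26% DMSO · Schedule – GTP hydrolysis reaction 2 h at 25 °C · Technique – GDP detection by fluorescence polarization · Benchmarks – No-Arfgap1 wells (100%) versus DMSO full-reaction wells (0%) · Repeats – single replicate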
rCAG binder: binders of r(CAG) RNA repeats, primary screen, biochemical, fluorescence. r(CAG) RNA repeat, TO-PRO-1 dye displacement fluorescence. inhibition, % at 3 µM. actives 1.3% (n = 370,000);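 active = inhibition above the plate cutoff, the mean of all test compounds on that plate plus 3 SD, cut at about 35% in these data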;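 note: 0% = DMSO alone and 100% = 100 µM mitoxantrone as full dye displacement; higher means more dye released from RNA so lower well fluorescence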
HTRA1 inhibitor: HTRA1 serine protease inhibitors, primary screen, biochemical, fluorescence polarization, HTS | actives 0.5% (n = 340,000) | inhibition, % at 5.96 µM | Q92743 | AID 504803, 2011 | recombinant HTRA1, FP-rhodamine activity-based probe; in the data active = inhibition above about 36%;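 note: 0% = enzyme with DMSO and 100% = wells lacking enzyme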
GC-B act: human GC-B receptor activators, primary screen, HEK293 GC-B cells, cGMP TR-FRET, EC30 CNP; 0% at EC30 CNP, 100% saturating CNP; AID 1920062, 2024; Atrial natriuretic peptide receptor 2 (Homo sapiens), P20594; activation, % at 10 µM; actives 0.11% (n = 370,000);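 active = activation at 10 µM reaching about 35% in either raw or pattern-adjusted values, limit read from the data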
PG9 binder: binders of HIV-1 gp120 antibody PG9, primary screen, biochemical, TR-FRET; HIV-1 gp120 / PG9 antibody interaction; TR-FRET gp120-PG9 antibody binding; inhibition, % at 6.7 µM; actives 0.43% (n = 360,000); in the data active = inhibition above about 8.5%
NR1D1 modulator: modulators of Rev-erb alpha DNA binding, primary screen, biochemical, FITC-DNA, fluorescence polarization, uHTS; Rev-erbα–FITC-DNA binding, 90 min; Nuclear receptor subfamily 1 group D member 1 (Homo sapiens), P20393; actives 0.79% (n = 370,000); AID 1259318, 2017; activity, % at 10 µM;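 active = activity above about 14%, limit read from the data; passing the limit was not always enough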;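 note: 0% = DMSO wells with 35 nM protein and 100% = DMSO wells with 750 nM protein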
ASAP1 GAP inh: inhibitors of human ASAP1 ArfGAP activity, primary screen, biochemical, fluorescence polarization; inhibition, % at 16.5 µM; ASAP1-stimulated ARF1 GTP hydrolysis, GDP FP detection; Arf-GAP with SH3 domain, ANK repeat and PH domain-containing protein 1 (Homo sapiens), …; actives 0.19% (n = 360,000); in the data active = inhibition above about 25%;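 note: 0% = vehicle with enzyme and substrate and 100% = no enzyme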
Target sequence (Q9ULH1 325-724 limits assumed): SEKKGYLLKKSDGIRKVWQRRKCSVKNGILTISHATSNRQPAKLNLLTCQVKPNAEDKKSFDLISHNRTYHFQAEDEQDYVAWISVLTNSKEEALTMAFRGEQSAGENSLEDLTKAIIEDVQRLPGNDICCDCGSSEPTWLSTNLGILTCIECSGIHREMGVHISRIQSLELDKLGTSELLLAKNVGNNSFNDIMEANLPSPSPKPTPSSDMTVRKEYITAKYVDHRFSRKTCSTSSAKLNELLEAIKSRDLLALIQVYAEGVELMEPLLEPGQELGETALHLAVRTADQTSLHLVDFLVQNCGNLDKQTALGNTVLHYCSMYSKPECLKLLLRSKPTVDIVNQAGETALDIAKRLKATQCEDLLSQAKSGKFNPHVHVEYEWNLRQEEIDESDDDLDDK
NPR1 activator: GC-A stimulated cGMP production enhancers – HEK293 GC-A cells, cGMP TR-FRET, EC30 ANP, primary screen. Atrial natriuretic peptide receptor 1 (Homo sapiens), P16066. 0% at EC30 ANP, 100% saturating ANP. activation, % at 10 µM. actives 0.14% (n = 370,000); in the data active = activation above about 40%
ABHD4 inh: ABHD4 inhibitors, primary screen, biochemical, fluorescence polarization, mouse. (Lyso)-N-acylphosphatidylethanolamine lipase (Mus musculus), Q8VD66. purified mABHD4, FP-Rh probe fluorescence polarization. inhibition, % at 8.92 µM. actives 0.54% (n = 370,000). AID 720543, 2013;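 active = inhibition exceeding the mean over every tested compound plus 3 SD, cut at about 30% in these data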;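 note: 0% = plate median of compound wells and 100% = S159A mutant with DMSO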
Target sequence (Q8VD66 whole entry, looked up): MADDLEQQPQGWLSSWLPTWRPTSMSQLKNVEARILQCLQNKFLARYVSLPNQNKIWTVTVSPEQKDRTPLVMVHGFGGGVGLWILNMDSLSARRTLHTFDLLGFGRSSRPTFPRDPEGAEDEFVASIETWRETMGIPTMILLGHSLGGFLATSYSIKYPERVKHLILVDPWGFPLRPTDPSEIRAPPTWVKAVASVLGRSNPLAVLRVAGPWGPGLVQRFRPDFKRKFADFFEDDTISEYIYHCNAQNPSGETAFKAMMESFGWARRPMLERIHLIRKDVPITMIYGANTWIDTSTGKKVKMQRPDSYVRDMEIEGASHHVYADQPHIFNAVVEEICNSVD
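Test system: mouse ABHD4 enzyme, wild type. Reagent: FP-Rh fluorescent activity-based probe, added after compound pre-incubation. Timing: pre-incubation 45 min, probe exposure 60 min, at 25 °C. Technique: FP readout, ex 525 nm / em 598 nm. Benchmarks: high control S159A mutant with DMSO, low control median of compound wells.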
SMARCA2 act: SMARCA2 (BRM) function activators, primary screen, cell-based, luminescence, high throughput; actives 1% (n = 370,000); MG213 cells, MMTV-luciferase reporter, dexamethasone, overnight; AID 652017, 2013; activation, % at 9.1 µM; in the data active = activation above about 7.8%;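 note: 0% = vehicle wells and 100% = reference activator wells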
* marks the source's active call; other numbers are inactive results; · = not tested or not shown; & = joins results of further samples.

SMILES | ARFGAP1 inhibitor | rCAG binder | HTRA1 inhibitor | GC-B act | PG9 binder | NR1D1 modulator | ASAP1 GAP inh | NPR1 activator | ABHD4 inh | SMARCA2 act
C[C@H]1CN([C@@H](C)CO)C(=O)c2cc(NC(=O)C3CCCCC3)ccc2O[C@H]1CN(C)S(=O)(=O)c1ccccc1 | 7 | -4 | -4 | 1 | 0.3 | -2 | 10 | 0 | 6 | 2
COc1cccc(OC)c1OCCCCN1CCCCC1 | 3 | -2 | 5 | 1 | -0.5 | -3 | -10 | -1 | 8 | 1
COc1ccc(NC(=O)C2Cc3cccc(OC)c3O/C2=N\O)cc1 (stereo unspecified) | -1 | -1 | 1 | -4 | 0.3 | 0 | 13 | 0 | 4 | 1
c1ccc(-c2nc3nc4ccccc4nc3n2Cc2ccco2)cc1 | 6 | 5 | -11 | 4 | -1.1 | -4 | 10 | -4 | -10 | 8.0*
COc1ccc(CC(=O)OCC(=O)Nc2ccc(Cl)cn2)cc1 | 2 | -1 | 2 | -2 | -0.6 | 3 | 8 | -3 | -5 | 2
Cc1sc(NC(=O)COc2cccc(-n3cnnn3)c2)c(C#N)c1C | -4 | 0 | 4 | -3 | 0.0 | -5 | 3 | 2 | 3 | -1
COCc1cc(N2CCN(C(=O)OC(C)(C)C)C[C@H]2C)ccc1N1C[C@@H](C)O[C@@H](C)C1 | -5 | 2 | · | 7 | -0.5 | -2 | -4 | 4 | -6 | -2
CCOC(=O)[C@]12CCCC=C1N(CCC1=CCCCC1)C(=O)[C@H](CC(=O)N1CCOCC1)C2 | 6 | -1 | · | -2 | -1.7 | 2 | 4 | 3 | 4 | -5
Nn1c(SCC(=O)Nc2ccccc2)nnc1C1CCCCC1 | -5 | 0 | 1 | -2 | -0.1 | -4 | -7 | 2 | -3 | 1
O=C(c1ccco1)N1CCN(C(=O)c2snc3ccc(Cl)cc23)CC1 | 0 | -3 | 0 | 3 | 1.6 | 3 | 8 | 2 | 1 | 0
Cc1cc(C(=O)Nc2ccc(Cl)cc2)n(-c2ccccc2)n1 | -13 | -1 | -21 | 4 | -1.8 | -1 | -3 | -4 | -4 | 5
COC(=O)c1ccc(CNC(=O)COC(=O)/C=C/c2ccc(O)c(OC)c2)cc1 | 9 | 7 | -1 | 0 | 0.3 | 2 | 7 | -13 | 1 | -2
COc1cc(OCc2ccccc2)c2c(CCC(=O)O)cc(=O)oc2c1 | -17 | 23 | -4 | 0 | -0.6 | -5 | -10 | 1 | -7 | 8.5*
CC1CNCCN1S(=O)(=O)c1cccc2cnccc12 (stereo unspecified) | -4&13 | 0&3 | 3&8 | 2&5 | -1.1&-1.2 | -2&1 | 8&-2 | 4&2 | 2&-4 | -1&-4
COc1ccc(-n2cnnc2SCC(=O)N2CCN(S(=O)(=O)c3ccccc3)CC2)cc1 | 4 | -4 | -4 | -7 | 0.1 | 1 | -9 | -1 | -5 | -2
C=CCn1c(SCC(=O)c2cc(C)n(C(C)COC)c2C)nc2sc(C)c(C)c2c1=O (stereo unspecified) | 2 | 1 | -37 | -2 | -0.1 | -1 | 1 | 3 | 3 | -1
CC(=O)/C(=N/Nc1ccc([N+](=O)[O-])cc1)N1CCCc2ccccc21 | -2 | 0 | 5 | -6 | -2.1 | -5 | 5 | 0 | -1 | -1
CC(C)OCCCn1c(SCC(=O)N2CCc3ccccc32)nc2ccccc2c1=O | -3 | -3 | -11 | -3 | 0.6 | 2 | 4 | 2 | 8 | -3
COc1ccc(NC(=O)Nc2nnc(CC(=O)NCc3ccccc3)s2)cc1 | 4 | 23 | 7 | 0 | -1.9 | 2 | 4 | 4 | 4 | -2
COC(=O)c1cccc(NC(=O)Cc2coc3cc(OC)ccc23)c1 | 0 | 5 | -26 | -2 | -0.3 | 5 | 3 | 2 | -14 | 2
Cc1cc(Cl)ccc1OCC(=O)NNC(=O)C1CCCO1 (stereo unspecified) | 0 | -1 | -1 | 5 | -1.0 | -3 | -3 | -1 | -13 | -2
c1ccc(OCCSc2nnnn2C2CCCCC2)cc1 | -12 | -9 | -6 | 2 | 0.7 | 3 | 4 | 2 | 2 | 7
CSCCC(NC(N)=O)C(=O)N(C)CC(=O)Nc1cc(C)ccc1C (stereo unspecified) | 16 | 2 | 3 | -2 | -1.0 | 0 | 7 | 1 | 1 | 0
c1ccc(-c2nc3ccccc3o2)nc1 | 12 | 0 | -3 | -3 | -0.1 | 2 | 2 | 9 | 5 | 3
CCSc1ncc(C)cc1[N+](=O)[O-] | -2 | 1 | -1 | 0 | -0.1 | -3 | 0 | -2 | 8 | -2

Reformatted field by field: entries from further up.
Cc1cc(Cl)ccc1OCC(=O)NNC(=O)C1CCCO1 (stereo unspecified)
  ARFGAP1 inhibitor: 0	rCAG binder: -1	HTRA1 inhibitor: -1	GC-B act: 5	PG9 binder: -1.0	NR1D1 modulator: -3	ASAP1 GAP inh: -3	NPR1 activator: -1	ABHD4 inh: -13	SMARCA2 act: -2

COc1ccc(NC(=O)Nc2nnc(CC(=O)NCc3ccccc3)s2)cc1
  ARFGAP1 inhibitor: 4	rCAG binder: 23	HTRA1 inhibitor: 7	GC-B act: 0	PG9 binder: -1.9	NR1D1 modulator: 2	ASAP1 GAP inh: 4	NPR1 activator: 4	ABHD4 inh: 4	SMARCA2 act: -2

Records above printed as active in SMARCA2 act.
canonical_smiles,ARFGAP1 inhibitor,HTRA1 inhibitor,GC-B act,PG9 binder,NR1D1 modulator,ASAP1 GAP inh,NPR1 activator,ABHD4 inh,SMARCA2 act
c1ccc(-c2nc3nc4ccccc4nc3n2Cc2ccco2)cc1,6,-11,4,-1.1,-4,10,-4,-10,8.0*
COc1cc(OCc2ccccc2)c2c(CCC(=O)O)cc(=O)oc2c1,-17,-4,0,-0.6,-5,-10,1,-7,8.5*

Continuation:
SMILES | ARFGAP1 inhibitor | rCAG binder | HTRA1 inhibitor | GC-B act | PG9 binder | NR1D1 modulator | ASAP1 GAP inh | NPR1 activator | ABHD4 inh | SMARCA2 act
O=C(Nc1ccccc1)OCCN1C(=O)CCC12CCC(c1ccccc1)CC2 (stereo unspecified) | · | 2 | · | -13 | · | 0 | · | -6 | 3 | -2
COc1ccc(NC(=O)Nc2ccc3c(c2)OCO3)c(C)c1 | -4 | 2 | 6 | 2 | 1.5 | -2 | -5 | 0 | 1 | 2
Cn1cc(CCNC(=O)C2CCC(=O)N(CCc3ccc(Cl)cc3)C2)cn1 (stereo unspecified) | 7 | -4 | 3 | 2 | 0.1 | -1 | 2 | 3 | 1 | -1
Cc1ccc(N(CC(=O)Nc2ccccc2-c2ccccc2)S(=O)(=O)c2ccccc2)c(C)c1 | 6 | 2 | -20 | -8 | -0.5 | 6 | 11 | -13 | -4 | 0
CN(C(=O)CCNC(=O)Cn1cnc2ccccc2c1=O)c1ccccc1F | 3 | -2 | -3 | 1 | -0.6 | 2 | 0 | 4 | 4 | 0
C(=C\n1nnc2ccccc21)/c1ccccn1 | 6 | 0 | -1 | -7 | -1.4 | 2 | -1 | -2 | 3 | 8.7*
C/C(=N\S(=O)(=O)c1ccc(C)cc1)Nc1cc(C(C)C)c(O)cc1C | -13 | -1 | -10 | -11 | -2.0 | 2 | 12 | -17 | 1 | 0
COc1ccccc1S(=O)(=O)Nc1cccc(S(=O)(=O)N2CCCC2)c1 | 12 | 3 | 1 | 1 | 2.9 | 6 | 9 | 1 | -3 | 3
CCN(CC)S(=O)(=O)c1ccc2c(c1)nc(CCC(=O)OCC(=O)Nc1c(F)cccc1F)n2C | -7 | 0 | 1 | 3 | -0.9 | -3 | 1 | -1 | 2 | -2
O=C(/C=C/c1cccc([N+](=O)[O-])c1)OCC(=O)N1CCCCC1 | -6 | 0 | -4 | -1 | 0.5 | -5 | -6 | 5 | -1 | -1
O=C(Cc1ccccc1)NCc1ccncc1 | 6 | 0 | 11 | 3 | 0.0 | 0 | 2 | -1 | 4 | 1
CC(=O)c1ccc(Nc2nc(C(N)c3ccccc3Cl)cs2)cc1 (stereo unspecified) | -9 | 3 | · | -3 | -1.8 | 9 | 0 | -5 | 3 | 4
Cc1ccc(NC(=S)NC(=O)c2ccc(Br)o2)c(C)c1 | 1 | -2 | -2 | -1 | -1.3 | 3 | -14 | -4 | 3 | 4
Cc1cc(C)cc(-n2ccnc2SCC(=O)Nc2ccc3c(c2)OCCO3)c1 | 4 | -2 | -8 | -6 | -1.3 | 0 | 20 | -8 | -5 | 1
O=C(N/N=C/C1CC=CCC1)c1ccc(O)cc1O (stereo unspecified) | 5 | 1 | 10 | 4 | -0.1 | -2 | -4 | 6 | 8 | 1
CCN(Cc1ccccc1)C(c1cc2cc(C)ccc2[nH]c1=O)c1nnnn1CCOC (stereo unspecified) | 15 | -2 | 4 | 3 | -1.0 | -5 | 1 | 4 | 4 | 1
CSCc1cc(C(=O)NCCN2CCOCC2)c(N)s1 | 16 | 6 | · | 3 | -2.2 | -6 | 10 | -3 | 4 | 6
CNC(=O)c1ccc(-c2sc3nc(N4CCOCC4)c4c(c3c2N)CCCC4)o1 | 1 | 13 | 12 | 17 | -6.3 | -3 | 2 | 20 | 32* | -2
CN=c1oc2ccc(Cl)cc2cc1C(N)=O | 1 | 5 | 1 | -6 | -1.5 | 4 | -6 | 3 | 1 | -2
O=C(O)CC1(CC(=O)NCc2ccc(-c3cccs3)cc2)CCCCC1 | -3 | 8 | 0 | -1 | 0.0 | -2 | 10 | 1 | 0 | -2
COCC(=O)Nc1ccc2c(c1)[C@H]1C[C@@H](CC(=O)NCC3CC3)O[C@H](CO)[C@H]1O2 | -2 | 2 | · | 0 | 0.1 | -3 | -13 | 1 | -4 | 3
COc1ccc(CCN2CC(C(=O)Nc3ccccc3F)CC2=O)cc1OC (stereo unspecified) | 10 | -5 | 0 | 1 | 1.7 | -5 | -6 | 2 | 7 | 0
O=C(c1ccc(Cl)cc1)c1coc2ccc(O)cc12 | 3 | 2 | -26 | -13 | -0.5 | 4 | 3 | 10 | -12 | 6
O=C(CSc1nc2ccccc2c(=O)n1-c1ccccc1Cl)NCC1CCCO1 (stereo unspecified) | -3 | -1 | -6 | 3 | -3.6 | 3 | -5 | -1 | -4 | 0
CCN(c1ccccc1)P(=O)(Nc1ccccc1)Nc1ccccc1 | 4 | -4 | -4 | -9 | -0.8 | 0 | 3 | -14 | -8 | -2
CCc1nc2c(OCc3cc(Cl)cc(Cl)c3)cccn2c1N(C)C(=O)c1ccc(C)cc1 | -4 | 4 | · | 1 | -0.5 | -3 | -1 | -2 | 2 | -2
CC(C)(O)C#Cc1ccc(C(=O)NC2CCCCC2)s1 | -11 | -4 | -12 | -1 | 1.1 | 5 | -7 | -1 | 1 | 3
